Screens from PubChem BioAssay.
OX1R antagonist: human HCRTR1 antagonism; O43613; CHO/OX1R cells, Fluo-8 calcium fluorescence, orexin A; inhibition, % at 5 µM; 330,000 tested, 0.43% active; AID 434989;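 active = inhibition above its plate's threshold, mean inhibition of all tested compounds on the plate plus 3 SD, cut at about 37% in these data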;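 also: 0% = orexin A challenge wells and 100% = SB-334867-A antagonist wells; not every result past the cut was called active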
Target sequence (O43613 whole entry, looked up): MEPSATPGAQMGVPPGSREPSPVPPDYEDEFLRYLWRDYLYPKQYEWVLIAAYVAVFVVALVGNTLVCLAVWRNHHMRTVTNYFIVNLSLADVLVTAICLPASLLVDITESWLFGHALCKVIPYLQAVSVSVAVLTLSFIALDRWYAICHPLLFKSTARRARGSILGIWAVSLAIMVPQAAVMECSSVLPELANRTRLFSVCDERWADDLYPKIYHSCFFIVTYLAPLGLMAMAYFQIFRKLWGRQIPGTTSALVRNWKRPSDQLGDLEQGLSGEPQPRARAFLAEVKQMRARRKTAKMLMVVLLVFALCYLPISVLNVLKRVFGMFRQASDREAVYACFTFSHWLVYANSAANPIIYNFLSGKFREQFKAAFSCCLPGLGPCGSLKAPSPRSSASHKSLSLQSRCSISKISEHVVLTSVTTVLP
CHT allo act: allosterically activates the human high affinity choline transporter; B-score at 10 µM; Q9GZV3; CHT-expressing cells, membrane potential dye, choline EC20; stronger effect = higher value; LV-AA mutant CHT in HEK293 cells; 310,000 tested, 0.49% active; AID 488977;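 active = initial fluorescence not abnormally high and integrated response B-score, plate-corrected, over 3 SD above library mean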
Target sequence (Q9GZV3 whole entry, looked up): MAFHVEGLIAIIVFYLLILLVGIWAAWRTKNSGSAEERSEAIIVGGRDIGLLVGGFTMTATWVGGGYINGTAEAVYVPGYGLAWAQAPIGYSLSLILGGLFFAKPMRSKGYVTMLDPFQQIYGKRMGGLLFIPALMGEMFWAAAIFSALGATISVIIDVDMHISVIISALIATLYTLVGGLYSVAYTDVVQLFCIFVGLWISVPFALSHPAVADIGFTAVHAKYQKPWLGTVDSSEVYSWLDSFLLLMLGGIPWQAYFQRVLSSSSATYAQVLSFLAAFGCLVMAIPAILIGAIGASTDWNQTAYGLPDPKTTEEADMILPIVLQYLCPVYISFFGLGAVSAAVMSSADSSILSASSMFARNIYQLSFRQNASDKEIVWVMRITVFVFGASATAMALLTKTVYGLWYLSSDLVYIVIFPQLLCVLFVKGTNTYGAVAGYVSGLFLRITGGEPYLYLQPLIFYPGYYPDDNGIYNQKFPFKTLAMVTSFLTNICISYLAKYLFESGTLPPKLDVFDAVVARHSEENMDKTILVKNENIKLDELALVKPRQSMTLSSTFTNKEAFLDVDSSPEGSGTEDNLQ
The depositor's hits bear a star; i = inactive; . = no result given.

SMILES	OX1R antagonist	CHT allo act
O=C(O)CC1=C(Nc2ccccc2)C(=O)N(c2ccccc2)C1c1ccc(Br)cc1 (stereo not drawn)	-32	i
O=C(C[C@H]1C/C=C\CC[C@H](Cc2ccc(F)cc2)C(=O)OC[C@@H]2CCCN2C1=O)N[C@H](CO)Cc1ccccc1	-19	.
COC(=O)Cc1nnc(SCC(=O)Nc2ccccc2)c2ccccc12	-23	i
CC(C)Cn1c(-c2ccc(Cl)cc2)cnc1SCC(=O)N1CCOCC1	-7	i
CN(Cc1ccccc1)C(=O)COC(=O)c1cc2ccccc2oc1=O	-16	.
C/C(=N/NC(=O)c1cc(-c2cccc([N+](=O)[O-])c2)n[nH]1)c1ccc(Cl)cc1	-1	i
Cc1cc(C)cc(C(=O)NC(CC(N)=O)c2ccc(NC3CCCCCCCCCCC3)c([N+](=O)[O-])c2)c1 (stereo not drawn)	-19	i
O=C(Nc1nncs1)c1cccc(S(=O)(=O)N2CCOCC2)c1	-13	i
CCCNC(=O)C(Cc1ccccc1)NC(=O)c1ccc(C(F)(F)F)cc1 (stereo not drawn)	-29	.
C=CCn1c(SCC(C)=O)nnc1-c1cc(-c2ccccc2)sc1N	-20	i
CCOC(=O)C1CCCN(S(=O)(=O)c2c(C)c(C)cc(C)c2C)C1 (stereo not drawn)	-33	i
O=C1CCCN2N=C(SCC(=O)N3CCCCC3)SC2=N1	-3	i
COc1cc(C2NC(=O)NC(C)=C2C(=O)OCC2CCCO2)cc(OC)c1OC (stereo not drawn)	0	i
O=C1CN(c2ccccc2)C(=S)N1c1ccccc1	-1	i
CC(C)c1nc2ccc(C(=O)O)cc2[nH]1	-8	i
CC(C)(C)NC(=O)C(c1ccncc1)N(Cc1cccs1)C(=O)Cn1nnc(-c2cccs2)n1 (stereo not drawn)	-19	i
CC(C)N1C(=O)S/C(=C/c2ccccc2OCc2ccc(C(=O)O)cc2)C1=O	1	i
CC(C)(C#N)Cc1cc(CC(C)(C)C#N)cc(C(C)(C)C)c1	-10	i
CSc1ccccc1NC(=O)c1noc2c1CCC2	-7	i
O=C(Cn1cc(C(F)(F)F)ccc1=O)N1CCN(S(=O)(=O)c2ccccc2)CC1	-8	i
N#Cc1c(-c2ccccc2)ccnc1N1CCOCC1	-17	i
O=C1C2C3c4ccccc4C(c4ccccc43)C2C(=O)N1Cc1ccccn1 (stereo not drawn)	-21	i
O=C(COC(=O)CCc1ccc(S(=O)(=O)N2CCOCC2)cc1)Nc1ccc(Cl)cn1	-19	i
COc1cc(/C=C2\SC(=O)NC2=O)ccc1OCC(=O)N1CCOCC1	16	.
Brc1c(CSc2nncn2-c2ccccc2)nc2ncccn12	-7	i
CCCNC(=O)NC(=O)CSc1nc2ccccc2n1CC(C)C	-22	i
COc1ccc(/C=C/C(=O)NC(=S)NNC(=O)c2cccnc2)cc1	-2	i
CC1CCN(Cc2nc3c(c(=O)n(C)c(=O)n3C)n2CCCc2ccccc2)CC1	-31	i
C=CCn1c(-c2c(C)nc3cc(C)ccn23)n[nH]c1=S	-20	i
CC(C)Oc1ccc(C(=O)/C=C2/C(=O)Nc3ccccc32)cc1	-23	i
OCCN(/C=N/c1nc(-c2ccc(Br)cc2)cs1)CCO	-12	i
O=C(Cc1nn[nH]n1)Nc1cc(Cl)cc(Cl)c1	-9	i
Cc1nn(S(=O)(=O)N2CCOCC2)c(C)c1Br	3	i
CSCCCNC(=S)Nc1ccc(N2CCOCC2)cc1	-18	i
COc1cccc(CC(=O)OCc2csc(CC(=O)Nc3ccccc3C)n2)c1	-19	.
O=C(COc1ccc(Br)cc1)NCCNC(=O)c1cccnc1	-20	i
O=C1CCN(S(=O)(=O)c2ccccc2)CCN1CCOCc1cccc(F)c1	-4	i
CC(/C=N/Nc1nncc(=O)[nH]1)=C\c1ccccc1	0	i
CCOC(=O)Cc1csc(NC(=O)/C=C\c2ccccc2Cl)n1	-19	i
COCCCNC(=O)CN(C1CCCCC1)S(=O)(=O)c1ccc(C)cc1	-19	i
CCOCCCN(C(=O)Cn1nnc(-c2ccc(C)o2)n1)C(C(=O)NC1CCCC1)c1ccco1 (stereo not drawn)	-20	i
Cc1csc(NC(=O)CSc2ncnc3c2cnn3-c2ccccc2Cl)n1	1	i
Cc1ccc(Cl)c(NC(=O)COC(=O)c2ccccc2C(=O)c2ccc(Cl)c([N+](=O)[O-])c2)c1Cl	-3	i
COc1ccc(C(=O)O)cc1S(=O)(=O)Nc1cccc(C)c1	-10	i
COC(=O)c1sc(Nc2ccccc2)nc1C	-28	i
CN1CCN(c2oc(-c3ccccc3)nc2S(=O)(=O)c2ccccc2)CC1	-10	.
COc1ccc(-c2ccc(SCC(=O)c3cccs3)nn2)cc1OC	-38	i
COc1cccc(C(=O)NCCSc2c(C)[nH]c3ccccc23)c1OC	4	i
Brc1cccc(C2CC(c3ccccc3)n3nnnc3N2)c1 (stereo not drawn)	-11	i
O=C(NCc1ccco1)C(C(=O)c1ccccc1)n1ccccc1=O (stereo not drawn)	-9	i
CN(C)S(=O)(=O)c1ccc(C(=O)Oc2cc(=O)[nH]c3ccccc23)cc1	-9	i
CC(=O)C(C)Oc1ccc(Cc2ncc(C(F)(F)F)cc2Cl)cc1 (stereo not drawn)	-11	i
COc1ccc(C(=O)NN)cc1	2	i
COc1ccc(C(=O)N2CCOC2CNC(=O)C(=O)NCCc2ccccc2OC)cc1 (stereo not drawn)	-11	i
O=C(c1cc(COc2ccc(F)cc2Cl)on1)N1CC[C@@H]2CCCC[C@H]2C1	.	i
COc1ccc(C(=O)NC(=S)Nc2cccc(Cl)c2N2CCOCC2)cc1[N+](=O)[O-]	-21	i
CC(OC(=O)C1CCCCC1)C(=O)Nc1cccc(Cl)c1 (stereo not drawn)	-30	i
O=C(ONc1ccc(N=NC(=O)c2ccccc2O)cc1)c1ccccc1	-20	i
CCC(C)NC(=O)CC1Oc2ccc(Cl)cc2NC1=O (stereo not drawn)	-1	i
COc1ccc(C(=O)Nc2ncc3c(n2)CC(C)CC3=O)cc1 (stereo not drawn)	1	i

New compounds follow
SMILES	OX1R antagonist	CHT allo act
COc1cccc(C(=O)Oc2ccc3c(C)cc(=O)oc3c2C(C)=O)c1	-14	i
CC(=O)N(CC(C)(C)CC=C(C)C)c1ccccc1	-20	i
O=C(COc1ccc2ccccc2c1)NNC(=O)Nc1ccc(F)cc1F	-4	i
Nc1nc2ccccc2n1CCOc1ccc(Cl)cc1	-12	i
Cc1ccc(S(=O)(=O)CCC(=O)OCc2ccc(S(=O)(=O)C(C)C)cc2)cc1	-9	i
CCc1ccc(C2CC(c3ccccc3)Nc3nc(N)nn32)cc1 (stereo not drawn)	-4	i
O=C(c1ccc(NS(=O)(=O)c2cccc(C(F)(F)F)c2)cc1)N1CCCC1	.	i
COc1ccc(C(=O)N2CCCC2)cc1	-22	i
CCN(CC)C(=O)CSc1nc(COc2ccccc2)nc2ccccc12	-27	i
Fc1ccc(-n2cc(CNCCc3cccnc3)c(-c3ccccc3Cl)n2)cc1	-32	i
CC(C)Cn1c(-c2ccc(Br)o2)n[nH]c1=S	-10	i
CS(=O)(=O)NCc1nnc(SCc2ccc(C(F)(F)F)cc2)o1	-5	i
CCC1Oc2ccc(C)cc2N(CC(=O)N(Cc2ccc(C)o2)C2CC(C)(C)NC(C)(C)C2)C1=O (stereo not drawn)	-28	i
O=C(O)C1Cc2ccccc2CN1C(=O)COc1ccc(Cl)cc1Cl (stereo not drawn)	-24	i
C/C(=N\NC(=O)COc1cccc(Br)c1)c1ccc2c(c1)OCCO2	-12	.
O=C(O)CCn1nnc(-c2cccs2)n1	-7	i
CNC(=O)c1c(NC(=O)CCS(=O)(=O)c2ccc(F)cc2)sc(C)c1C	-21	i
O=[N+]([O-])c1cccc(-c2ccc(C(=S)N3CCN(c4ccccc4)CC3)o2)c1	-18	i
CCCCn1c(N)c(N(CCC(C)C)C(=O)c2cc(Cl)nc3ccccc23)c(=O)[nH]c1=O	-33	.
Cc1ccc(S(=O)(=O)NCCC(=O)N2CCN(c3ccccc3)CC2)cc1C	-12	.
COc1ccccc1CNC(=O)c1oc2ccccc2c1C	-26	i
Brc1ccc(OCc2nnc(SCC3CCCCC3)o2)cc1	-9	i
O=C(NCC(=O)N1CCCCC1)c1ccc2ccccc2c1	12	i
CCC[C@@H](CN1CCC[C@H]1CN1C(N)=NC[C@H]1CC(C)C)N1C[C@@H](Cc2ccccc2)N(CCCC2CCCC2)C1=N	-11	.
Clc1nn2cnnc2c2ccccc12	-14	i
O=C(O)c1ccc(Cl)c(NCc2cccnc2)c1	-6	i
COc1ccc(CC(=O)Nc2ccc(C(=O)NCC(C)C)cc2)cc1	-14	i
Cc1nc2ccc(NC(=O)c3cccc(S(=O)(=O)N(C)c4ccccc4)c3)cc2s1	5	i
Cc1ccc(NC2CCCN(C(=O)c3ccc4[nH]ccc4c3)C2)cc1C (stereo not drawn)	9	i
CCn1c(SCC(=O)Nc2ccc(-c3nc4ccc(C)cc4s3)cc2)nnc1-c1ccccc1	-19	i
Cc1ccc(CNC(=O)C2CCCN2S(=O)(=O)c2ccc3c(c2)C(C)(C)C(=O)N3C)cc1 (stereo not drawn)	-33	i
O=C(C1CCCN(S(=O)(=O)Cc2ccccc2)C1)N1CCc2ccccc21 (stereo not drawn)	-23	i
CC(C)(C)c1ccc(OCCC(=O)OCC(=O)Nc2ccc(N3CCOCC3)cc2)cc1	-17	i
C=CCOc1c(Br)cc(CNn2nnnc2N)cc1OCC	-19	i
C/C(=N/NC(=O)c1ccc(Br)o1)c1cccc(NC(=O)c2ccc(F)cc2)c1	-22	i
CCN(CC)C(=O)CSc1nnc(-c2ccncc2)n1N	4	i

Exported with values under each structure: part of the list above.
Every second line gives: OX1R antagonist, CHT allo act
- COc1ccc(CC(=O)Nc2ccc(C(=O)NCC(C)C)cc2)cc1
→ -14, i
- O=C(O)c1ccc(Cl)c(NCc2cccnc2)c1
→ -6, i
- Cc1nc2ccc(NC(=O)c3cccc(S(=O)(=O)N(C)c4ccccc4)c3)cc2s1
→ 5, i
- C/C(=N/NC(=O)c1ccc(Br)o1)c1cccc(NC(=O)c2ccc(F)cc2)c1
→ -22, i

Remaining list, next part:
SMILES	OX1R antagonist	CHT allo act
CNC(=S)Nc1ccc([N+](=O)[O-])c(C)c1	10	i
COc1ccc(CNC(=O)C2CCC(CNc3nc(=S)[nH]c4ccccc34)CC2)cc1 (stereo not drawn)	-24	i
COc1ccc(NC(=O)CCNC(=O)N2CC(=O)Nc3ccccc32)c(OC)c1	-6	i
O=C(Nc1cccc(S(=O)(=O)N2CCOCC2)c1)c1ccco1	-18	i
CC1CCCN(S(=O)(=O)c2cc(Cl)ccc2Cl)C1 (stereo not drawn)	-7	i
Cc1ccc(CNS(=O)(=O)c2cc3c4c(c2)CCN4C(=O)CC3)cc1	-9	i
CC1(C(=O)O)CCC(C(=O)Nc2cccc(F)c2)C1(C)C (stereo not drawn)	-2	i
O=S(=O)(Nc1ccc2c(c1)OCCO2)c1ccc(F)c(F)c1	-28	i
Cc1ccc(SCCSc2nc(C)cc(=O)[nH]2)cc1	-11	i
O=C(NCCCNCCCNC(=O)c1ccccn1)c1ccccn1	-7	i
Cc1ccsc1C(=O)OCC(=O)N1CC(C)CC(C)C1 (stereo not drawn)	-15	.
CCN1CCN(C(=O)/C=C/c2cccc(Cl)c2)CC1	-6	i
CN(C(=O)CN1C(=O)c2cc(Cl)c(Cl)cc2C1=O)C1CCS(=O)(=O)C1 (stereo not drawn)	-12	i
O=C(Nc1ccccc1N1CCOCC1)c1ccc(F)c(S(=O)(=O)N2CCOCC2)c1	-33	.
Cc1c(C(=O)NCC(c2ccco2)N2CCCC2)sc2ccccc12 (stereo not drawn)	-21	.
Cc1c(CCOC(=O)CC23CC4CC(CC(C)(C4)C2)C3)sc[n+]1Cc1ccc([N+](=O)[O-])cc1	-20	8.5*
CCN(CC)C(=O)Cn1cc(C(=O)C(=O)NCCCN2CCCCC2)c2ccccc21	-22	i
Cc1ccc2c(c1)N(CC(=O)NC1CCC(C)CC1)C(=O)CO2 (stereo not drawn)	-3	i
N#CCC(=O)Nc1ccc(C(=O)NNC(=O)c2ccccc2-n2cccc2)cc1	2	.
CC(C)(C)c1ccc(OCc2ccc(C(=O)N/N=C3\CC4CC=CC34)cc2)cc1 (stereo not drawn)	-7	i
Cc1cc(C)nc(NCCO)n1	-4	i
CC1CCCN(C(=O)COC(=O)Cc2c[nH]c3ccccc23)C1 (stereo not drawn)	-28	.
CSc1nc(C)c(C(=O)C[n+]2ccc(C)cc2)cc1C#N	0	i
CC(NC(=O)/C(=C/c1ccc2c(c1)OCO2)NC(=O)c1cccc([N+](=O)[O-])c1)C(=O)O (stereo not drawn)	-5	i
CC(=O)Nc1ccccc1C(=O)C(=O)Nc1cccc(Br)c1	-15	i
CCCCC1=CC2=CC(=O)C(C)(OC(=O)CC)C(=O)C2=CN1CC(C)C (stereo not drawn)	-24	i

Individual results from the entries so far:
For OX1R antagonist, CN(Cc1ccccc1)C(=O)COC(=O)c1cc2ccccc2oc1=O has -16
For OX1R antagonist, C/C(=N\NC(=O)COc1cccc(Br)c1)c1ccc2c(c1)OCCO2 has -12
For OX1R antagonist, COc1ccc(C(=O)O)cc1S(=O)(=O)Nc1cccc(C)c1 has -10
For OX1R antagonist, N#Cc1c(-c2ccccc2)ccnc1N1CCOCC1 has -17
For OX1R antagonist, Cc1ccc(CNS(=O)(=O)c2cc3c4c(c2)CCN4C(=O)CC3)cc1 has -9
For OX1R antagonist, COC(=O)c1sc(Nc2ccccc2)nc1C has -28
